High-throughput results from PubChem BioAssay.
CD40 NFkB inh – inhibitors of CD40-induced NF-kB signaling, primary screen, BL2 cells, luciferase reporter, single point | inhibition, % at 10 µM | AID 1053188, 2014 | 83,000 compounds, 0.94% hits | CD40L-induced, 4 h;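 active = mean inhibition of at least 50% with a set share of replicates also reaching that level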;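 also: 0% = neutral control wells and 100% = IKK inhibitor VII at 50 µM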
* = called active by the depositor; & = joins results of further samples; [ ] = another dose, or the depositor's remark.

SMILES | CD40 NFkB inh
CCc1nc(SCC(=O)Nc2ccc(N(C)C)cc2)n[nH]1 | -13.8
Cc1ccc(S(=O)(=O)/N=C/c2c(O)ccc3ccccc23)cc1 | -0.5
Cc1ccc2nc(-c3ccncc3)cc(C(=O)Nc3ccc4c(c3)OCCO4)c2c1 | 4.5
O=C(Cn1cnc2ccccc2c1=O)Nc1ccc2c(c1)OCO2 | -77.9
COCCCNC(=O)Nc1ccc2c(c1)N(C)C(=O)CS2 | -5.3
Cc1sc2nc(CSCC(=O)Nc3ccc(C(F)(F)F)cc3)[nH]c(=O)c2c1C | 10.6
CC(C)NC(=O)c1ccc(Cl)cc1Cl | -27.6
CC(C)[C@@H](C)NC(=O)N(C)C[C@H]1OCc2ccccc2-c2ccccc2C(=O)N([C@H](C)CO)C[C@H]1C | -7.5
FC(F)(F)c1cc(-c2cccs2)nc2cc(-c3ccccc3)nn12 | -9.8
CCS(=O)(=O)Nc1ccc2c(c1)C(=O)N(C)[C@H]1CC[C@@H](CC(=O)NC3CCCCC3)O[C@@H]1CO2 | -7.3[25 µM]
C=C1C[C@@H]2COC(=O)[C@]2(Cc2ccc3ccccc3c2)C1 | 6.6[25 µM]
COC(=O)c1ccccc1NC(=O)COC(C)=O | 7.6
COc1ccc(Cl)cc1-c1nc(SCC(=O)NCC2CCCO2)n[nH]1 (stereo unspecified) | -1.8
C[C@H]1CN([C@@H](C)CO)C(=O)c2cccc(NS(C)(=O)=O)c2O[C@@H]1CN(C)Cc1ccc(-c2ccccc2)cc1 | -5.6[25 µM]
O=C(CCC(=O)c1cccs1)NCC(c1ccc(F)cc1)N1CCOCC1 (stereo unspecified) | -7.4
Cc1ccc(C)c(S(=O)(=O)NC2CCS(=O)(=O)C2)c1 (stereo unspecified) | 7.7
CCOC(=O)c1c(NC(=O)CSc2ncccn2)sc(C(=O)NC)c1C | 3.9
C=CCN(c1ccccc1)S(=O)(=O)c1cccc(C(=O)NNC(=O)c2ccccc2O)c1 | 7.3
O=C(Cn1cnc2cc([N+](=O)[O-])ccc2c1=O)Nc1ccccc1-c1ccccc1 | -9.2
Cc1noc(C)c1S(=O)(=O)Nc1cccc2c1O[C@H](CN(C)Cc1ccc(C(F)(F)F)cc1)[C@H](C)CN([C@@H](C)CO)C2=O | 8.2[25 µM]
COc1ccc(OC)c(Cc2cnc3nc(N)nc(N)c3c2C)c1 | 9.6
COc1ccc(C(CNC(=O)CSc2ccc(Br)cc2)N2CCOCC2)cc1 (stereo unspecified) | 6.3
NNC(=O)CNc1ccccc1Cl | 3.0
CS(=O)(=O)N1C[C@@H]2C(c3ccc(Br)cc3)[C@H](C1)N2Cc1ccc(F)cc1 (stereo partly specified) | 11.5&14.6
COc1ccccc1CNC(=O)Cn1cnc2ccccc2c1=O | 7.1
Further compounds
SMILES | CD40 NFkB inh
O=C(Nc1cc(S(=O)(=O)N2CCOCC2)ccc1N1CCOCC1)c1ccccc1Cl | -1.6
CC1(C)CNC(=O)c2sc(N3CCOCC3)nc2C1 | 1.1
Nc1nc(=O)c2ccccc2s1 | 51.2*
COc1ccc(CN2C[C@@H](O)COC[C@@H]3O[C@H](CC(=O)N(C)C)CC[C@H]32)cc1 | -4.3[25 µM]
Cn1nc(C(=O)NNC(=O)c2ccccc2F)c2ccccc2c1=O | 3.8
O=C(c1cccc(S(=O)(=O)N2CCc3ccccc32)c1)N1CCN(CCO)CC1 | 3.4
CN(C)c1cccc(NC(=O)c2ccco2)c1 | -12.9
CCCNC(=O)N[C@@H]1CC[C@@H](CCn2cc(C3CCCC3)nn2)O[C@H]1CO | -0.8
CN(C)CCCN(Cc1ccc2c(c1)OCO2)C(=O)NC1CCCCC1 | 8.0
COc1cccc(-c2ccc3n(c2=O)C[C@@H]2[C@@H](CO)[C@H](C(=O)NCC4CC4)[C@H]3N2S(C)(=O)=O)c1 | -8.4[25 µM]
N#C[C@@H]1[C@H](c2ccccc2-c2ccc(F)cc2)[C@H](CO)N1c1ncc(-c2ccccc2)s1 | -8.0[25 µM]
CSc1nnc(Cn2c(=O)sc3ccccc32)n1CCc1ccccc1 | 6.9
COc1cccc(-c2ccc(C3[C@H]4CNC[C@@H]3N4Cc3cccnc3)cc2)c1 (stereo partly specified) | -5.0
CCn1c(=O)cc(SCC(=O)Nc2ccc3c(c2)OCO3)c2ccccc21 | -13.5
CCC(=O)CCC(=O)c1ccc2ccccc2c1 | -32.5
CN(C)C(=O)c1ccc(Nc2nc(-c3cccs3)nc3ccccc23)cc1 | -20.0
O=C(OCc1ccc([N+](=O)[O-])cc1)C1CC(=O)N(CCc2ccccc2)C1 (stereo unspecified) | 15.1
CC(C)NC(=O)Nc1ccc2c(c1)C(=O)N(C)C[C@H](C)[C@@H](CN(C)C(=O)NC(C)C)O2 | 4.3
Cc1csc(NC(=O)c2cnccn2)n1 | -53.6
CC(C)c1nc2sc3c(SCCN(C)C)ncnc3c2c2c1CCC2 | 2.4
Cc1ccc(NC(=S)N2CCN(C3CCCCC3)CC2)cc1 | 23.1
OC[C@@H]1[C@H](c2ccc(-c3ccc(F)cc3)cc2)[C@@H]2CN(Cc3ccncc3)CCCCN12 | -5.8[25 µM]
O=C(c1ccc(-c2ccccc2)cc1)C1CCCN(C(=O)c2ccncc2)C1 (stereo unspecified) | 22.9
COC(=O)C(C)C1Sc2ccccc2NC1=O (stereo unspecified) | 0.1
C=CS(=O)(=O)c1c2cc(OC)ccc2nc2ccc(OC)cc12 | -15.8
More records follow.
SMILES | CD40 NFkB inh
CCN1CCN(c2ccc(S(=O)(=O)N3CCOCC3)cc2NC(=O)c2ccccc2OC(F)F)CC1 | -7.0
O=C(NNCc1ccccc1)c1ccccn1 | -21.5
CS(=O)(=O)N(CC(=O)N1CCOCC1)Cc1ccc(Cl)cc1 | 1.7
CCc1nc(N2CCN(C(=O)c3ccccc3)CC2)c(C#N)c2c1COC(C)(C)C2 | 12.4
COc1ccccc1OC(C)c1nnc(SCC(=O)Nc2c(C)n(C)n(-c3ccccc3)c2=O)n1-c1ccccc1 (stereo unspecified) | 4.2
O=S(=O)(c1cccc(F)c1)N1[C@@H]2CNC[C@H]1C2c1ccc(-c2cccnc2)cc1 (stereo partly specified) | 5.1&0.3
CC(=O)N(CCN(C(C)=O)c1ccccc1)c1ccccc1 | 14.2
CC1CCCN(C(=O)COC(=O)c2cc([N+](=O)[O-])ccc2N2CCOCC2)C1 (stereo unspecified) | -23.0
CC(c1ccccc1)c1nnc(N)s1 (stereo unspecified) | 5.6
O=C(Cn1cnc2c(cnn2-c2ccccc2)c1=O)NCCc1ccccc1 | 6.1
O=c1cc(-c2ccccc2)nc(N2CCCCC2)[nH]1 | -2.5
CCCCc1c(C)[nH]c(C(=O)OCC)c1C | 9.8
Cc1ccc(S(=O)(=O)NNC(=O)C2Cc3c(ccc4ccccc34)O2)cc1 (stereo unspecified) | 11.9
O=S(=O)(c1ccc(SCCOc2ccccc2)nc1)N1CCCC1 | 8.7
COC(=O)c1ccc(NC(=O)CSc2nnc(-c3cccnc3)o2)cc1 | -8.1
COCn1c(COc2ccc3ccccc3c2)nc2ccccc21 | -118.8
CCCCNC(=O)COC(=O)c1cc(C)oc1C | 9.1
O=S(=O)(NCC1(N2CCOCC2)CCCCC1)c1ccc(F)cc1 | -0.3
CN(C)CC(=O)N1[C@H](CO)[C@@H](c2ccccc2-c2ccc(C(=O)N(C)C)cc2)[C@@H]1C#N | -7.2[25 µM]
Cc1ccc(OCC(O)CN2CCN(CC(O)COc3ccc(C)cc3)CC2)cc1 (stereo unspecified) | 3.5
O=C(O)c1cc(Cl)c2c(c1)OCO2 | 8.5
COc1ccc(CCNC(=O)CN2C(=O)NC(C)(c3ccc([N+](=O)[O-])cc3)C2=O)cc1 (stereo unspecified) | 0.3
CC(=O)c1c(C)nn(CC(O)Cn2c3c(c4cc(C)ccc42)CCCC3=O)c1C (stereo unspecified) | 12.9
COc1cccc(S(=O)(=O)Nc2ccc3c(c2)[C@@H]2C[C@H](CC(=O)NCc4ccccc4F)O[C@H](CO)[C@@H]2O3)c1 | -5.2[25 µM]
O=C(CCn1c(=O)[nH]c2ccccc2c1=O)Nc1ccccc1 | 8.8
(listing goes on)
SMILES | CD40 NFkB inh
CCCc1nc2c(=O)n(C)c(=O)[nH]c2n1C | 3.8
Cc1ccc(C(=O)C(C)N2C(=O)NC(C)(c3ccccc3)C2=O)cc1 (stereo unspecified) | 2.7
NNC(=O)c1n[nH]c(=O)c2ccccc12 | 7.1
O=C(Nc1ccccc1)C1CC2CCCC(C1)C2=O (stereo unspecified) | 14.9
O=C(c1ccccn1)N(Cc1cc2ccccc2[nH]c1=O)C1CCCCC1 | 9.7
O=C(COC(=O)c1ccccc1C(=O)c1ccccc1)NCCc1ccccc1 | 15.8
Cc1noc(C)c1COc1ccc(CC(=O)NC2CCCCCC2)cc1 | 7.7
CCNC(=O)C1(C)CCN(C(=O)c2ccc(C(F)(F)F)cc2)C1 (stereo unspecified) | -12.5
CCCC(=O)N1CCC2(CC1)CN(C(=O)C1CCC1)[C@H](CO)c1[nH]c3cc(OC)ccc3c12 | -4.3[25 µM]
O=C(NC1CCN(C(=O)Nc2ccccc2Cl)CC1)c1ccccc1 | -8.4
COc1ccccc1N1CCN(S(=O)(=O)c2cn(C)nc2C)CC1 | 7.9
CC(C)NC(=O)N1CCCCN2[C@@H](CO)[C@@H](c3ccc(C#C[C@H](C)O)cc3)[C@@H]2C1 | 0.2[25 µM]
Cc1noc(C)c1CSCC(=O)N(C)CC(=O)Nc1ccc(Cl)c(Cl)c1 | -3.1
CC(=O)Nc1ccc(S(=O)(=O)N2CCN(C3CCCCCCC3)CC2)cc1 | -4.1&7.3
Cc1nn(Cc2ccc(Cl)cc2)c2sc(C(=O)O)cc12 | 4.0
O=C(Nc1cccc(F)c1)N1[C@@H]2CNC[C@H]1C2c1ccc(-c2cncnc2)cc1 (stereo partly specified) | -12.3[25 µM]
N#Cc1cccc(NC(=O)CNc2cccc(S(=O)(=O)N3CCCC3)c2)c1 | -30.7
O=C(NC1CCCCCC1)c1nc2ncccn2n1 | -1.3
C[C@H](CO)N1C[C@H](C)[C@@H](CN(C)S(=O)(=O)c2ccc3ccccc3c2)OCc2cnnn2CCCC1=O | -3.2[25 µM]
CC1CN(C(C)C)C(=S)NC1=O (stereo unspecified) | 3.3
O=C(COC(=O)/C=C/c1c(F)cccc1Cl)NCC1CCCO1 (stereo unspecified) | -6.4
CCN(c1ccc(OC)cc1)S(=O)(=O)N1CCCC(C(=O)NCc2ccc(OC(C)C)cc2)C1 (stereo unspecified) | 12.9
CC(C)NC(=O)c1cc(-c2ccco2)on1 | -9.2
O=C(CCc1ccccc1)N=C1SC2CS(=O)(=O)CC2N1Cc1ccccc1 (stereo unspecified) | 3.0
O=C(Nc1ccccc1C(=O)N1CCOCC1)c1cc2ccccc2o1 | 14.5
New compounds follow
SMILES | CD40 NFkB inh
CN(C)Cc1nc2c(c(=O)[nH]1)C(C)(C)Cc1ccccc1-2 | 6.5
CCCCn1c(N)c(N(CC(C)C)C(=O)c2ccc(N(C)S(=O)(=O)c3ccc(C)cc3)cc2)c(=O)[nH]c1=O | 6.1
CC(C)Cc1nnc(NS(=O)(=O)Cc2ccccc2)s1 | 8.0
O=C(C[C@@H]1C=C[C@H](NC(=O)c2ccncc2)[C@@H](CO)O1)NCC1CC1 | 6.5[25 µM]
O=C(c1sc2ccccc2c1Cl)N(Cc1ccccc1)C1CCS(=O)(=O)C1 (stereo unspecified) | 11.5
CN(Cc1ccccc1)S(=O)(=O)c1ccc(N2CCCC2=O)cc1 | -9.2
O=C1c2ccccc2NC(c2ccc(O)cc2)N1Cc1ccco1 (stereo unspecified) | -0.4
CC12CCC(=O)CC1CCC1C2CCC2(C)C1CCC2(O)C(=O)CO (stereo unspecified) | 0.8
CNC(=S)Nc1cccc(S(=O)(=O)NCc2ccco2)c1 | 2.1
O=C(CCC(=O)Nc1nnc(C2CCCCC2)s1)Nc1ccccc1 | -8.9
CCOC(=O)c1cc(NC(=O)Nc2nc3ccccc3s2)c(C)nc1C | -4.8
O=C(Nc1ccc(S(=O)(=O)N2CCN(c3ccccc3)CC2)cc1)c1cccs1 | 3.8
Cc1ccccc1-c1ccc(C2[C@H]3CNC[C@@H]2N3S(=O)(=O)Cc2ccccc2)cc1 (stereo partly specified) | -3.2[25 µM]
O=C(c1c(Cl)nc2sccn12)N1CCN(c2cccc(Cl)c2)CC1 | 7.7
O=C(NCc1ccccc1)c1cc(S(=O)(=O)N2CCC3(CC2)OCCO3)ccc1F | 6.9
C[C@H]1CN([C@@H](C)CO)C(=O)c2cccc(NC(=O)C3CCOCC3)c2O[C@@H]1CN(C)Cc1ccncc1 | -6.0[25 µM]
O=S(=O)(c1ccccc1)N1CCN(Cc2cc3c(cc2Br)OCCO3)CC1 | 6.5
CSc1nnc2c3c4c(sc3c(=O)n(-c3ccccc3)n12)CC(C)(C)OC4 | 29.3
O=c1ccn([C@@H]2O[C@H](CO)[C@@H](O)[C@H]2O)c(=O)[nH]1 | 13.4
Cc1nc(-n2ncc(C#N)c2N)c2c3c(sc2n1)CCC3 | 3.3

These rows are one share of the data, so the mix of outcomes need not match the whole.
